BAZ2B block: blocks human BAZ2B; Q9UIF8; AlphaScreen BAZ2B-H3K14Ac peptide displacement; Potency, µM (doses to about 114 µM), for the others: at the highest dose activity change, negative = inhibition, most hits filed as inhibitors; 360,000 tested, 4.4% active; also: potency is read from the fitted curve at half-maximal effect; % is scaled to controls: 0 for no effect and ±100 for the full control effect; nearly all actives have a fitted effect of over 60% in size
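BAZ2B 50 nM plus b-H3(5-23)K14Ac 50 nM, PBS pH 7.4/0.01% Tween-20, 30 min RT; compound added (max 110 uM), 30 min RT; streptavidin donor/Ni-chelate acceptor beads 10 ug/mL final, 20 min dark; AlphaScreen read.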
JMJD2A Tudor: blocks the human JMJD2A Tudor domain; O75164; AlphaScreen JMJD2A-Tudor / H3K4me3 peptide binding; Potency, µM (titrated, usually from 114 µM), for the others: at the highest dose activity change, negative = inhibition, actives largely listed as inhibitors; 390,000 tested, 4.4% active; AID 504339; also: potency is read from the fitted curve at half-maximal effect; % is scaled to controls: 0 for no effect and ±100 for the full control effect; nearly all actives have a fitted effect of over 50% in size
Pol eta inh: inhibitors of human DNA polymerase eta; Q9Y253; recombinant Pol eta, fluorescent DNA replication assay; Potency, µM (titrated, usually from 114 µM), for inactives: at the top dose activity change, negative = inhibition, most hits filed as inhibitors; 390,000 tested, 1.2% active; also: potency is read from the fitted curve at half-maximal effect; % is scaled to controls: 0 for no effect and ±100 for the full control effect
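Fluorescent replication assay: 50 nM final substrate added after a 15 min room-temperature compound preincubation with 10 nM enzyme. Signal taken at 0 min and again at 10 min.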
PI4K2A inh: blocks human PI4K2A kinase activity; 420,000 tested, 0.13% active; Q9BTU6; purified PI4K2A, ADP-Glo luminescence, 1 h; hits give low values; activity change, negative = inhibition, % at 76.9 µM; AID 1346378; in the data active = activity change below about -50%; inconclusive = mostly about -30% to -49%;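 also: -100% = wells without enzyme as full effect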
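In this quantitative HTS, ADP production by PI4K2A was quantified luminescently after 1 h at ambient temperature; 100 microM adenosine served as plate-quality control.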
PGK inhibitor: inhibitors of T. brucei phosphoglycerate kinase | AID 602233 | 380,000 tested, 0.043% active | PGK/GAPDH coupled, Kinase-Glo luminescence, 60 min | Potency, µM (highest dose often 57.5 µM), for the others: at the highest dose activity change, negative = inhibition, usual class: inhibitors; also: potency is read from the fitted curve at half-maximal effect; % is scaled to controls: 0 for no effect and ±100 for the full control effect; nearly all actives have a fitted effect of over 60% in size
Target sequence (P07378 whole entry, looked up): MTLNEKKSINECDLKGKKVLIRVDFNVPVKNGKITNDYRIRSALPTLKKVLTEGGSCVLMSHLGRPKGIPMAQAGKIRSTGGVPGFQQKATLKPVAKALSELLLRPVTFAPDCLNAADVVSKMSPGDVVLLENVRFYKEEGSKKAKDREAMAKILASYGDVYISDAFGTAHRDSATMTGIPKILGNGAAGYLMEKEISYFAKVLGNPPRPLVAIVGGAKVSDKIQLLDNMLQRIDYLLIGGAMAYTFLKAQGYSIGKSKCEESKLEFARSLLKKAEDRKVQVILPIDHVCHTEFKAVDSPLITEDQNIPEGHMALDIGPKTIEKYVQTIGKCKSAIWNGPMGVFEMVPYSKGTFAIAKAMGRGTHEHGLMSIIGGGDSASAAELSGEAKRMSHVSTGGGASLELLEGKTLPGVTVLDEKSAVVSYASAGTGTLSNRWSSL
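Luminescent ATP detection (Kinase-Glo Plus) follows a 60-minute room-temperature incubation, with wells lacking PGK as controls. Buffer: 100 mM TEA (pH 7.6), 5 mM MgCl2, 0.01% Tween-20. Coupling enzyme GAPDH (100 nM final) supplies unstable 1,3-BPG in-well.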
Pin1 inh: inhibitors of human Pin1 | Q13526 | Pin1 FP peptide displacement, HiFluor488, 10 min | Potency, µM (top dose mostly 115 µM), for inactives: top-dose activity, negative = inhibition, hits mostly inhibitors | 390,000 tested, 0.009% active | AID 504891; active = well fitted inhibition curve with a large enough effect in the polarisation, with a control signal flat, not every such curve was filed as active; inconclusive = small, poorly fitted or top-dose-only effect, or effect the other way, or a change in a side signal; inactive = no such curve, though single readings can be large or run the other way; the % refers to the polarisation; also: potency is read from the fitted curve at half-maximal effect; % is scaled to controls: 0 for no effect and ±100 for the full control effect
Target sequence (Q13526 whole entry, looked up): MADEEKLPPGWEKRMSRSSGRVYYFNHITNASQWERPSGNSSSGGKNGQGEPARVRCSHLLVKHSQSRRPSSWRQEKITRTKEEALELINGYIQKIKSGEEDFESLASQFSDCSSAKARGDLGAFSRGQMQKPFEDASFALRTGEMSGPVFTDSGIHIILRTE
G9a inh: inhibitors of human histone lysine methyltransferase G9a; 350,000 tested, 8.8% active; Potency, µM (titrated, usually from 102 µM), for the others: top-dose activity, negative = inhibition, usual class: inhibitors; G9a H3K9 monomethylation, AlphaScreen, 2 h; Q96KQ7; also: potency is read from the fitted curve at half-maximal effect; % is scaled to controls: 0 for no effect and ±100 for the full control effect; nearly all actives have a fitted effect of over 75% in size
Target sequence (Q96KQ7 913-1193 limits assumed): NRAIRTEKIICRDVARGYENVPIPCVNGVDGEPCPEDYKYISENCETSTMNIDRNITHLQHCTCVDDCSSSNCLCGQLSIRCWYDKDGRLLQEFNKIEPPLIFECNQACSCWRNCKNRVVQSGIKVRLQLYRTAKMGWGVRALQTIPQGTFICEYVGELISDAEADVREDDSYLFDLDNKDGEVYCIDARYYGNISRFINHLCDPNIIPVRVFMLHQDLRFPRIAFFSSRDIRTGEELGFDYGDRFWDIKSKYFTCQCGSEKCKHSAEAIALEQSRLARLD
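Using a bead-based AlphaScreen, monomethylated H3K9 product from 2 h room-temperature reactions (G9a 20 nM, peptide 500 nM, SAM 20 uM) was detected with 0.5 ug/mL rabbit anti-H3K9me1 antibody.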
HP1b binding inh: blocks HP1-beta chromodomain binding to methylated histone tails. P83916. AlphaScreen HP1-beta / biotin-H3K9me3 peptide binding. Potency, µM (doses to about 114 µM), inactives show at the highest dose activity change, negative = inhibition, hits mostly inhibitors. 390,000 tested, 0.56% active. AID 540317; also: potency is read from the fitted curve at half-maximal effect; nearly all actives have a fitted effect of over 70% in size; inactives centre near 23
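HP1-beta protein (50 nM final) preincubated 30 min at room temperature with biotinylated H3(1-18)K9me3 peptide (50 nM) in PBS pH 7.4, 0.01% Tween-20, then compound added for 30 min. AlphaScreen streptavidin donor/nickel chelate acceptor beads (10 ug/mL final), 30 min dark, luminescence read.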
GLS inh: inhibitors of human glutaminase (GLS) | O94925 | GLS enzymatic activity, qHTS titration | Potency, µM (titrated, usually from 45.5 µM), for the others: at the top dose activity change, negative = inhibition, hits mostly inhibitors | 410,000 tested, 0.21% active; also: potency is read from the fitted curve at half-maximal effect; % is scaled to controls: 0 for no effect and ±100 for the full control effect
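Compounds were pin-transferred onto hKGA, after which L-glutamine (1 mM solution) and a detection mix of glutamate oxidase, HRP and Amplex Red were added. Initial and 30 min RT fluorescence reads were collected.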
An asterisk follows results filed as active; i = inactive; ? = inconclusive; / = no result given; [ ] = dose if it differs, or a comment. Unless noted, calls follow the shape of the dose curve; as a rule, active = well fitted curve in the direction sought with a large enough effect; inconclusive = small, poorly fitted or top-dose-only effect, or another doubt; inactive = no such curve, though single readings can be large; an effect the other way counts as inactive or inconclusive. These rows are one share of the data; the hit share may differ from the screen's.

Preview:
SMILES	BAZ2B block	JMJD2A Tudor	Pol eta inh	PI4K2A inh	PGK inhibitor	Pin1 inh	G9a inh	HP1b binding inh	GLS inh
O=C(CSc1nnc(-c2ccccc2Cl)n1Cc1ccco1)Nc1ccc2c(c1)OCCO2	-37%	-11%[11.4 µM]	-29%	0	7%	5%	-40%[59 µM]	21%	-6%
C[C@@H]1CCCCO[C@H](CN(C)Cc2ccc(C(=O)O)cc2)[C@@H](C)CN([C@H](C)CO)C(=O)c2cc(N(C)C)ccc2O1	/	/	-17%	-6	-3%	/	/	/	61%[activator]

The whole of this part, from the start:
SMILES	BAZ2B block	JMJD2A Tudor	Pol eta inh	PI4K2A inh	PGK inhibitor	Pin1 inh	G9a inh	HP1b binding inh	GLS inh
O=C(CSc1nnc(-c2ccccc2Cl)n1Cc1ccco1)Nc1ccc2c(c1)OCCO2	-37%	-11%[11.4 µM]	-29%	0	7%	5%	-40%[59 µM]	21%	-6%
C[C@@H]1CCCCO[C@H](CN(C)Cc2ccc(C(=O)O)cc2)[C@@H](C)CN([C@H](C)CO)C(=O)c2cc(N(C)C)ccc2O1	/	/	-17%	-6	-3%	/	/	/	61%[activator]
CCC(C)NC(=O)c1sc2ncccc2c1-n1c(C)ccc1C (centres undefined)	-7%	-15%	-7%	3	9%	-1%	-5%[59 µM]	2%[57 µM]	-17%
O=C(COC(=O)CC1c2ccccc2CCN1S(=O)(=O)c1ccccc1)Nc1ccccc1 (centres undefined)	-4%	-11%	-18%	7	-2%	3%	13%[59 µM]	13%	-9%
CCOc1ccc(Nc2nc(N)c([N+](=O)[O-])c(N3CCOCC3)n2)cc1	-17%	-20%	-18%	5	-6%	-5%	?	-7%	4%
O=S(=O)(/N=C(/Nc1cccc2ccccc12)c1ccc(F)cc1)c1ccccc1	-24%	-27%	-14%	-1	-9%	-7%	7%	13%	20%
Cc1ccc(C(C(=O)NCC2CCCO2)N(C(=O)c2snc(C(N)=O)c2N)c2ccc3c(c2)OCCO3)cc1 (centres undefined)	-25%	-20%	-15%	-2	-9%	-8%	-10%[59 µM]	42%[activator]	-10%
O=C(CSc1nc2ccccc2c(=O)n1CCCN1CCOCC1)Nc1ccc2c(c1)OCO2	-28%	-15%	-24%	2	-5%	-4%	16%[12.7 µM]	16%	12%
COc1ccc(C2CCc3cc(OC)c(OC)cc3C2NC=O)cc1OC (centres undefined)	/	/	0%	-5	0%	/	/	/	-8%
O=C(c1ccc(F)cc1)N1CCCC(c2nc(-c3cccs3)no2)C1 (centres undefined)	14%	-5%	-13%	1	0%	-2%	13%	48%[activator]	1%
COC(=O)c1ccccc1N=NNc1ccc([N+](=O)[O-])cc1	/	/	-18%	-6	-9%	/	/	/	1%
O=C1CCCN1CCCNCC(O)c1ccccc1 (centres undefined)	?	1µM*	-20%	2	-2%	-1%	-2%	?	-5%
O=C(Nc1ccc2c(c1)OCO2)N1CCN(c2ncc(C(F)(F)F)cc2Cl)CC1	-6%	-36%	-1%	2	8%	-1%	?	0%	-5%
Cc1nc(NC(=O)c2ccc(F)cc2)nc2cc3c(cc12)OCO3	6%	-10%	-1%	-10	0%	1%	15%	23%	1%
O=C(Nc1ccccc1F)C(=O)c1cn(CC(=O)N2CCCCC2)c2ccccc12	2%	-13%	-4%	2	i	0%	2%	1%	-5%
O=C(COC(=O)[C@@H]1CCCN1C(=O)c1cccs1)Nc1cccc(Cl)c1	/	2%	-15%	-2	i	-6%	/	48%[activator]	-2%
COc1ccccc1NC(=O)C(=O)NCC(c1ccco1)N1CCc2ccccc2C1 (centres undefined)	8%	-8%	6%	-7	-3%	26%	-11%	14%	0%
C=CCCO[C@@H]1O[C@@H](C)[C@H](O)C[C@H]1O	5%	-2%	-2%	0	i	0%	15%[2.33 µM]	14%	-3%
CCCc1nc2sc3ccccc3c(=O)c2c(=O)n1Cc1ccc(OC)cc1	-23%	-5%	-8%	1	-6%	-5%	/	14%	-10%
Cc1ccc(SCC(=O)Nc2cccc(C(=O)NC(C)(C)C)c2)cc1	2%	-2%	-15%	12	0%	-4%	45%[59 µM]	45%	-12%
O=C(C1CCCO1)N1CCN(C(=S)Nc2cc(F)cc(F)c2)CC1 (centres undefined)	-8%	-10%	-5%	-4	-21%	-2%	?	39%	13%
C=C(C)CNC(=S)N/N=C1\CCCCc2ccccc21	?	?	-17%	-3	-2%	4%	?	?	10%
Nc1ccccc1C(=O)N/N=C1\C2CN3CCN(C2)CC1(c1ccccc1)C3	0%	-3%	-25%	-4	-7%	-8%	-3%[59 µM]	7%	-1%
CNc1nc(-c2c(C)[nH]c3ccc(OC)cc23)cs1	50µM*	?	0%	-1	-2%	1%	40µM*	-3%	15%
CCOc1ccc2sc(NS(=O)(=O)c3ccc(OC)c(OC)c3)nc2c1	-4%	-25%	-12%	3	-5%	-2%	-39%[59 µM]	8%	21%
COc1cccc(NC(=O)C(=O)NCc2ccncc2)c1	-10%	3%	-6%	4	-5%	-6%	/	39%[activator]	-10%
S=C(Nc1ccc(Cl)cc1)Nc1ccc2cn[nH]c2c1	-27%	-15%	-7%	-3	-3%	5%	?	6%	21%
CCOC(=O)CNC(=O)c1cc2c(=O)n3cccc(C)c3nc2s1	17%	6%	8%	-4	-4%	1%	36%[activator][59 µM]	48%[activator]	0%
S=C1NC(c2ccccc2)=NCN1c1ccccc1	3%	-16%	-14%	1	-6%	3%	-4%	31%	13%
CC1CCCCC1NC(=O)c1cc2c(=O)n3ccccc3nc2n1C (centres undefined)	-15%	-4%	-6%	3	6%	10%	31%[activator]	10%	5%
CC1CCCCC1NC(=O)COC(=O)Cc1ccc(Cl)cc1 (centres undefined)	-2%	-6%	-12%	-5	i	-4%	-8%[59 µM]	37%	1%
O=C(Nc1ccn(CCCNC2CCN(Cc3ccccc3)CC2)c(=O)n1)OCc1ccccc1	/	/	-14%	-1	-8%	/	/	/	2%
CCN(c1ccccc1)S(=O)(=O)c1ccc2[nH]c(=O)c(=O)[nH]c2c1	3%	-12%	1%	-3	-5%	-1%	14%[59 µM]	35%	4%
CC1Cc2ccccc2N1C(=O)c1cccnc1 (centres undefined)	4%	-2%	-8%	-2	3%	1%	50µM*	19%	8%
O=C1CN(C(=O)COC(=O)C2CCN(S(=O)(=O)c3ccccc3C(F)(F)F)CC2)c2ccccc2N1	-25%	-10%	-3%	-2	-2%	3%	-7%[59 µM]	6%	1%
COc1ccc(C2(CNC(=O)Cc3ccc(OC)c(OC)c3)CCCC2)cc1	2%	-16%	-14%	-4	i	-5%	2%	31%	-9%
Cc1ccc(S(=O)(=O)N(C)c2ccccc2C(=O)Nc2ccc(F)cc2F)cc1	8%	-10%	-6%	5	i	-6%	/	23%	-5%
O=C(Cn1cccc1)Nc1ccc(F)cc1F	-11%	-12%	-14%	-5	-8%	-7%	?	8%	-3%
CCCS(=O)(=O)n1nc(-c2ccc(OC)cc2)cc1N	5%	-16%	1%	4	-9%	5%	21%	28%	7%
O=C(N/C=C/n1cnc2cc(C(F)(F)F)ccc21)c1ccccc1F	4%	6%	-11%	9	-4%	-1%	-33%	51%[activator]	-6%

Reformatted bar-delimited: five of the compounds above
SMILES | BAZ2B block | JMJD2A Tudor | Pol eta inh | PI4K2A inh | PGK inhibitor | Pin1 inh | G9a inh | HP1b binding inh | GLS inh
O=C(Cn1cccc1)Nc1ccc(F)cc1F | -11% | -12% | -14% | -5 | -8% | -7% | ? | 8% | -3%
CC1CCCCC1NC(=O)COC(=O)Cc1ccc(Cl)cc1 (centres undefined) | -2% | -6% | -12% | -5 | i | -4% | -8%[59 µM] | 37% | 1%
Cc1ccc(S(=O)(=O)N(C)c2ccccc2C(=O)Nc2ccc(F)cc2F)cc1 | 8% | -10% | -6% | 5 | i | -6% | / | 23% | -5%
CC1Cc2ccccc2N1C(=O)c1cccnc1 (centres undefined) | 4% | -2% | -8% | -2 | 3% | 1% | 50µM* | 19% | 8%
O=C(Nc1ccn(CCCNC2CCN(Cc3ccccc3)CC2)c(=O)n1)OCc1ccccc1 | / | / | -14% | -1 | -8% | / | / | / | 2%

Later entries
SMILES	BAZ2B block	JMJD2A Tudor	Pol eta inh	PI4K2A inh	PGK inhibitor	Pin1 inh	G9a inh	HP1b binding inh	GLS inh
CC(C)(C)N(Cc1ccccc1)C(=O)COC(=O)c1ccc(S(=O)(=O)N2CCOCC2)cc1	/	-24%	?	-1	-3%	3%	/	22%	2%
COc1ccc(-c2nc3scc(CCNS(=O)(=O)c4c(C)noc4C)n3n2)cc1	-4%	-6%	-8%	2	-1%	?	4%[59 µM]	13%	-10%
Cc1cc(/C=C2/NC(=O)N(Cc3ccccc3F)C2=O)c(C)n1C	?	?	-16%	3	-7%	?	?	-9%	73%[activator]
Cc1ccc(-c2c3c(=O)n(C)c(=O)n(C)c3c3cnc4ccccc4n23)cc1	7%	-3%	-17%	-6	4%	1%	-27%[59 µM]	21%	5%
COc1ccc(NS(=O)(=O)c2ccc(C)c(C(=O)NCC(c3ccco3)N3CCCCC3)c2)cc1 (centres undefined)	0%	-22%	-11%	-2	13%	4%	7%	9%	-4%
CCN(CC)S(=O)(=O)c1ccc(N(C)Cc2cccnc2)nc1	12%	-8%	-19%	10	3%	-3%	23%	18%	18%

Screening data from PubChem BioAssay.
